PMI inhibitors = inhibitors of human PMI, primary screen, biochemical, fluorescence intensity, coupled assay (AID 1209). purified PMI enzyme, coupled fluorescence intensity; higher % means a stronger effect. inhibition, % at 20 µM; hits with a dose series show IC50 in µM. 0.42% of 190,000 active;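 further: plate controls were DMSO vehicle for no effect and wells lacking substrate for full effect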
UTI89 phage lysis = inhibition of K1F phage lysis, E. coli UTI89, bacterial capsule biogenesis inhibitors, alamar blue (AID 488966) | E. coli UTI89 K1F phage lysis, alamar blue, 2 h; higher % means a stronger effect | inhibition, % at 100 µM; hits with a dose series show IC50 in µM | 0.02% of 340,000 active;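 active means phage lysis inhibition, versus mean bacterial control, above a set limit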;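 further: capsule biogenesis inhibitors block K1F phage lysis so surviving cells raise fluorescence; higher fluorescence means more inhibition of phage lysis; actives were called in the ten point dose series up to 300 µM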
P. falciparum M1AAP = P. falciparum M1AAP inhibitors, biochemical, fluorogenic H-Leu-NHMec substrate, 1536-well (AID 1445); recombinant M1AAP, H-Leu-NHMec fluorogenic kinetic assay; higher % means a stronger effect; 0.42% of 220,000 active; inhibition, % at 30 µM; hits with a dose series show IC50 in µM;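 active means primary inhibition above the hit cutoff, then over 50% inhibition at one or more dose response concentrations, cut at about 23% in these data, passing the limit was not always enough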;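 further: plate controls were DMSO full reaction for no effect and no enzyme background for full effect; strong numbers were not always called active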
PMI inhibition = MPI inhibition at elevated mannose 6-phosphate – biochemical, fluorescence intensity, high mannose 6-phosphate, primary screen (AID 1220); 0.66% of 190,000 active; recombinant PMI enzyme, coupled fluorescence intensity; higher % means a stronger effect; inhibition, % at 20 µM; hits with a dose series show IC50 in µM
Hep lipid drop = modulators of hepatic lipid droplet formation | AML12 mouse hepatocytes, oleate lipid droplets, BODIPY imaging | inhibition, % at 6.5 µM | 0.4% of 240,000 active;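 active means lipid droplet intensity inhibited by at least 50%, with more than 500 cells counted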
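Assay system: AML12 mouse liver cells | Compound dosing: One dose, 6.5 µM compound | Read-out basis: Droplet intensity reduction, % inhibition | Measured by: Fluorescence imaging, 20x objective, two fields per well | Schedule: Overnight treatment with compound plus oleate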
XIAP displacement = small molecules displacing peptide from XIAP – biochemical, IAP family, fluorescence polarization (AID 1018) | XIAP BIR domain, fluorescence polarization peptide displacement; higher % means a stronger effect | displacement, % at 20 µM; hits with a dose series show IC50 in µM | 0.007% of 200,000 active; in the data active means displacement above about 50%; further: a part of the inactive calls stands beside numbers as strong as those of hits
TNAP activators = stimulation of alkaline phosphatase TNAP activity – biochemical, luminescent, no phosphate acceptor, uHTS, primary screen (AID 1001). purified TNAP, luminescent activation assay, no phosphate acceptor; higher activation fold means a stronger effect. one-dose activation fold at 20 µM; EC50 in µM for titrated hits. 0.03% of 200,000 active; in the data active means activation fold from about 3, or a potency from the dose series; inactive means the rest, 99 in 100 with activation fold below about 1.6; further: many of its hits are not listed in these tables
P. falciparum M17LAP = P. falciparum M17LAP inhibitors, primary screen, biochemical, fluorogenic H-Leu-NHMec substrate, 1536-well (AID 1619); 0.38% of 220,000 active; recombinant M17LAP, H-Leu-NHMec fluorogenic kinetic assay; higher % means a stronger effect; one-dose inhibition, % at 30 µM; IC50 in µM for titrated hits;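 active means compound inhibiting the enzyme by more than half at any dose during confirmatory dose-response retesting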;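 further: plate controls were full reaction with DMSO carrier for no effect and no enzyme background for full effect; strong numbers were not always called active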
SIAH1 antagonists = Siah-1 peptide-binding antagonists, primary screen, biochemical, fluorescence polarization, rhodamine-plectin, uHTS (AID 1817). Siah-1 / rhodamine-plectin peptide fluorescence polarization; higher % means a stronger effect. 0.02% of 290,000 active. displacement, % at 20 µM; hits with a dose series show IC50 in µM;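 active means displacement of at least 50% at 20 µM, with a fluorescence ratio check between 0.3 and a set limit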;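 further: plate controls were Siah plus tracer with DMSO for no effect and tracer alone without Siah for full effect; strong numbers were not always called active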
Hep lipid drop cells 6.5 µM = also measured in Hep lipid drop; calls as there; cell count; measured here: cell count, cytotoxicity flag;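 cells counted across two imaged fields per well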
Starred values were filed as active, the others as inactive; x = not tested or not shown; [ ] = dose if it differs, or a comment. Unless noted, no stated cut-off is given here; in the data, active means inhibition above about 50%; inactive means the rest. Random draw from the library, and some 1.9% of all compounds hit somewhere here.

SMILES | PMI inhibitors | UTI89 phage lysis | P. falciparum M1AAP | PMI inhibition | Hep lipid drop | Hep lipid drop cells 6.5 µM | XIAP displacement | TNAP activators | P. falciparum M17LAP | SIAH1 antagonists
O=C(CC12CC3CC(C1)CC(CC(=O)NC1=NCCS1)(C3)C2)NC1=NCCS1 | 6% | 0.0% | -3% | 6% | 1 | 664 | -2.0% | 1.1 | 19% | 1%
C/C(=C\c1ccco1)CN1CCN(Cc2ccc(C)o2)C(CCO)C1 (stereo not given) | 10% | 0.7% | 1% | 16% | 2 | 713 | -7.3% | 1.1 | 0% | 5%
Cc1cccc(NC(=S)NN2CCOCC2)c1C | -8% | 0.3% | 6% | -8% | 0 | 851 | -7.7% | 1 | 7% | -2%
COC(=O)Nc1ccc2c(c1)N(C(=O)CCN1CCN3CCCC3C1)c1ccccc1S2 (stereo not given) | -7% | 0.4% | 6% | -12% | x | x | 1.0% | 1.2 | -5% | 7%
COCC(C)NC(=O)c1ccc(Cl)c(Cl)c1 (stereo not given) | 4% | -0.1% | 2% | -1% | -8 | 695 | -9.1% | 1.1 | -1% | -4%
COc1ccc(C(CCN(Cc2ccc(OC)c(OC)c2)C(C)=O)c2ccccc2)cc1 (stereo not given) | 16% | 0.3% | -2% | 5% | -12 | 701 | 2.2% | 1.1 | -13% | -3%
COC(=O)c1onc(-c2c(C)cc(C)cc2C)c1C(=O)OC | 5% | 0.4% | 2% | -3% | x | x | -3.3% | 1.1 | -8% | 2%
CCCN1C2CCCC1CC(NC(=S)Nc1cc(C)ccc1C)C2 (stereo not given) | -2% | 0.1% | 3% | -4% | -19 | 772 | 2.1% | 1.1 | -14% | 1%
Cc1cc(C)cc(NC(=O)c2cccn2-c2ncc(C(F)(F)F)cc2Cl)c1 | 14% | 3.8% | 0% | 11% | x | x | -0.6% | 1.1 | -4% | 0%
Cn1c(N)c(N2CCCCC2)c(=O)n(CC(=O)Nc2ccc(Cl)c(Cl)c2)c1=O | 16% | 3.2% | 10% | 4% | -20 | 774 | -4.7% | 1.1 | 1% | 4%
COCCNC(=O)C(NC(=O)C1CCC(C)CC1)C(C)C (stereo not given) | -7% | 0.1% | 4% | -5% | 1 | 683 | -6.5% | 1.1 | 0% | -2%
Nc1nnc(SCC(=O)NCCOc2ccccc2)s1 | 3% | 5.9% | 4% | 10% | 0 | 761 | -5.4% | 1 | 0% | 2%

Random excerpt: 2 records from the list, in no set order.
SMILES | PMI inhibitors | UTI89 phage lysis | P. falciparum M1AAP | PMI inhibition | Hep lipid drop | Hep lipid drop cells 6.5 µM | XIAP displacement | TNAP activators | P. falciparum M17LAP | SIAH1 antagonists
Nc1nnc(SCC(=O)NCCOc2ccccc2)s1 | 3% | 5.9% | 4% | 10% | 0 | 761 | -5.4% | 1 | 0% | 2%
O=C(CC12CC3CC(C1)CC(CC(=O)NC1=NCCS1)(C3)C2)NC1=NCCS1 | 6% | 0.0% | -3% | 6% | 1 | 664 | -2.0% | 1.1 | 19% | 1%

Remaining list, next part
SMILES | PMI inhibitors | UTI89 phage lysis | P. falciparum M1AAP | PMI inhibition | Hep lipid drop | Hep lipid drop cells 6.5 µM | XIAP displacement | TNAP activators | P. falciparum M17LAP | SIAH1 antagonists
CCCNC(=O)Cn1cnc2sc(C(=O)N3CCCC(C(=O)OCC)C3)c(C)c2c1=O (stereo not given) | -3% | 0.7% | 0% | -1% | x | x | -1.0% | 1.1 | 4% | 2%
Brc1ccc(-c2nn3c(Cc4ccccc4)nnc3s2)o1 | -5% | 5.1% | 2% | -5% | x | x | -4.7% | 1.1 | -3% | 0%
Cc1ccc(S(=O)(=O)NCC2COc3ccccc3O2)cc1 (stereo not given) | 10% | 0.2% | -5% | 4% | 1 | 701 | -1.3% | 1 | 14% | -7%
CCn1cc(/C=N\NC(=O)COc2cccc(C)c2C)c(C)n1 | -13% | 1.0%[50 µM] | -3% | -9% | 27 | 598 | -11% | 1.1 | -13% | 7%
CCc1ccc(N(CC(=O)NCc2ccc(F)cc2)C(=O)c2csnn2)cc1 | 2% | -0.3% | -1% | -4% | -9 | 698 | -1.8% | 1 | 0% | -5%
CSc1c(CC(=O)Nc2ccccc2)n(Cc2ccccc2)c2ccccc12 | 9% | -5.3% | 1% | 0% | 28 | 666 | -4.0% | 1.2 | -3% | -1%
CCOC(=O)c1c(NC(=O)c2cccs2)sc2c1CCCC2 | 8% | 0.9% | -2% | 4% | -2 | 803 | -6.6% | 1.1 | -7% | 2%
O=C(COC(=O)Cc1cccc(C(F)(F)F)c1)Nc1cccc2ccccc12 | 6% | 1.6%[50 µM] | 11% | 4% | -2 | 558 | -13% | 1.1 | -2% | 2%
CN(C)c1ccc(CN(C(=O)COc2ccccc2)C2CCS(=O)(=O)C2)cc1 (stereo not given) | 8% | -0.3% | 9% | 5% | -2 | 779 | 2.5% | 1.1 | 4% | -5%
Cc1ccc(/C=N/n2c(=O)c(C(C)(C)C)nn3cnnc23)cc1 | 6% | -0.7% | 1% | 8% | -6 | 729 | -10% | 1.2 | -5% | -2%
CC(=O)CSc1nnc(-c2ccc3c(c2)OCO3)o1 | -16% | 0.1% | 0% | -9% | 17 | 732 | 0.5% | 1.1 | -4% | 10%
Cc1ccc(C2C3=C(CCCC3=O)Nc3nc(SCC(=O)NCc4ccco4)[nH]c(=O)c32)cc1 (stereo not given) | -1% | -0.3% | 13% | 3% | x | x | -3.6% | 0.9 | -27% | -3%
O=C(Nc1ccccc1C(=O)N1CCOCC1)C1CCC(=O)N1C1CCCC1 (stereo not given) | 8% | 3.7% | 3% | -9% | -32 | 479 | -1.4% | 1 | 0% | -4%
CC(OC(=O)c1ccc2ccccc2n1)C(=O)Nc1ccc(N2CCOCC2)cc1 (stereo not given) | 24% | -1.1% | 7% | 14% | -4 | 702 | -11% | 1 | 11% | 21%
COc1cc2c(cc1OC)C(C(=O)NCCN(C)C)C(c1cccs1)N(C)C2=O (stereo not given) | -11% | 0.4% | -1% | -15% | -2 | 755 | -3.0% | 1.1 | -2% | 6%
CC1CC(C)(C)NC(=S)N1CCCC(=O)Nc1ccc(F)c(F)c1 (stereo not given) | -2% | 4.2% | 2% | -6% | 3 | 703 | 0.0% | 1 | -2% | 5%
O=C(O)c1ccccc1/C=N/NC(=S)NCc1ccccc1 | x | -0.7%[50 µM] | 1% | x | 0 | 663 | x | x | 2% | -9%
CCN1C(=O)C2(C(C#N)=C(N)Oc3c2c(C)nn3-c2ccccc2)c2ccccc21 (stereo not given) | 21% | 1.7% | 5% | 62%* | x | x | -3.6% | 1.1 | -15% | 4%
C[C@H]1C=C(C(=O)NCc2ccccc2)O[C@@H](OCc2ccc(CO)cc2)C1 | 2% | 5.3% | 1% | -3% | -10 | 643 | -5.8% | 1.1 | -4% | 5%
C=CCSC1=N/C(=C\c2cccnc2)C(=O)N1c1ccc(OC)cc1 | 23% | 0.4%[50 µM] | -6% | 21% | 0 | 554 | -8.4% | 1.2 | 12% | 6%
CSc1nc2c(c(=O)[nH]1)CCCC2 | -2% | -1.6% | -2% | 1% | 14 | 833 | -5.9% | 1.1 | -12% | -2%
N#Cc1c(C(F)(F)F)cc(=O)[nH]c1SCC(=O)O | -5% | -0.1% | 3% | 3% | 1 | 683 | -10% | 1.1 | 1% | -2%
CCOc1cc(/C=N/NC(=O)c2cc(C3CC3)[nH]n2)ccc1O | 2% | 0.2% | 6% | 6% | -23 | 658 | -4.3% | 1 | 40% | -4%
CC(=O)Oc1ccc(/C=C2/Oc3ccccc3C2=O)cc1 | x | 0.3% | 4% | x | -3 | 720 | x | x | -2% | -3%

Looked up above:
Value for CC1CC(C)(C)NC(=S)N1CCCC(=O)Nc1ccc(F)c(F)c1 (stereo not given) under Hep lipid drop: 3
Value for CSc1nc2c(c(=O)[nH]1)CCCC2 under Hep lipid drop: 14

The listing picks up, starting 5 compounds before the break.
SMILES | PMI inhibitors | UTI89 phage lysis | P. falciparum M1AAP | PMI inhibition | Hep lipid drop | Hep lipid drop cells 6.5 µM | XIAP displacement | TNAP activators | P. falciparum M17LAP | SIAH1 antagonists
C=CCSC1=N/C(=C\c2cccnc2)C(=O)N1c1ccc(OC)cc1 | 23% | 0.4%[50 µM] | -6% | 21% | 0 | 554 | -8.4% | 1.2 | 12% | 6%
CSc1nc2c(c(=O)[nH]1)CCCC2 | -2% | -1.6% | -2% | 1% | 14 | 833 | -5.9% | 1.1 | -12% | -2%
N#Cc1c(C(F)(F)F)cc(=O)[nH]c1SCC(=O)O | -5% | -0.1% | 3% | 3% | 1 | 683 | -10% | 1.1 | 1% | -2%
CCOc1cc(/C=N/NC(=O)c2cc(C3CC3)[nH]n2)ccc1O | 2% | 0.2% | 6% | 6% | -23 | 658 | -4.3% | 1 | 40% | -4%
CC(=O)Oc1ccc(/C=C2/Oc3ccccc3C2=O)cc1 | x | 0.3% | 4% | x | -3 | 720 | x | x | -2% | -3%
Cc1ccccc1OCC(O)CN1CCN(CC(O)COc2ccccc2C)CC1 (stereo not given) | 13% | 0.5% | 3% | 8% | -3 | 697 | -10% | 1 | 3% | -3%
CCOc1oc(-c2ccc(OC)cc2)nc1C(F)(F)F | -3% | 8.1% | 3% | -6% | 8 | 795 | -3.6% | 1.2 | 4% | -4%
O=C(Nc1ccc2nc(-c3ccccc3)[nH]c2c1)c1ccco1 | 6% | 0.1% | 2% | 6% | 17 | 604 | -10% | 1 | -7% | -3%
COc1cc(C(=O)NC(=S)N2CCCCCC2)cc(OC)c1OC | 3% | 0.2% | 8% | 12% | -8 | 685 | -6.6% | 1 | 18% | 16%
CCCCSc1nc2c(cnn2-c2ccc(F)cc2)c(=O)[nH]1 | -3% | 0.3% | 13% | -3% | -2 | 642 | -1.6% | 1 | 6% | 10%
COc1ccc(CNc2nc3ccccc3n2Cc2ccccc2)cc1OC | 5% | 1.0% | 4% | -1% | x | x | -2.3% | 1.1 | 2% | 3%
C/C=C\C=C/C(=O)Nc1cccc(C2=NOC3(C2)C[C@@H](C(N)=O)N(C(=O)/C=C/CC)C3)c1 (stereo not given in full) | x | 0.2% | 6% | x | -6 | 744 | x | x | -7% | 2%
Cc1ccc(C(=O)OC2CCOC2=O)cc1NC(=O)c1ccco1 (stereo not given) | 10% | 1.2% | 6% | 2% | -1 | 669 | -5.2% | 1.1 | -14% | 3%
CCN(CC)CCNC(=O)C1CCC(=O)N1CCc1ccccc1 (stereo not given) | 5% | 0.5% | -3% | 7% | x | x | -5.0% | 1.1 | -3% | 3%
CCc1cccc(NC(=O)c2ccc(Cn3c(=O)[nH]c4ccsc4c3=O)cc2)c1 | 2% | -1.0% | 0% | 0% | 8 | 745 | -7.3% | 1 | -3% | 26%

Source: PubChem BioAssay (several laboratories)
